High-throughput results (PubChem BioAssay)
PDI turbidity: PDI (human) enzyme inhibition | 350,000 compounds, 0.052% hits | PDI insulin aggregation turbidity, A650, 90 min | inhibition, % at 10 µM | AID 588391;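 active = mean inhibition across replicates of 30% or more, whatever share of single replicates reach that level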;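 also: absorbance from insulin aggregation driven by PDI reduction with DTT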
hiPSC survival: hiPSC single-cell survival enhancement. 360,000 compounds, 0.044% hits. survival enhancement, % at 20 µM. ATPlite luminescence; 100% = ROCK inhibitor wells, 0% = DMSO; in the data active = survival enhancement above about 18%;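 also: cells exposed to compounds for 16 hours before the ATP read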
Exocytosis inh: blocks lytic granule exocytosis; TALL-104 LAMP-1 surface exposure, flow cytometry; cells stimulated with thapsigargin and PMA; inhibition, % at 10 µM; 360,000 compounds, 0.66% hits;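 active = inhibition above about 55%, limit read from the data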
ABCB6 inh 2: human ABCB6 transporter inhibition; Q9NP58; K562-ABCB6 porphyrin accumulation, flow cytometry, 1 h; active compounds read low; fluorescence ratio to DMSO, % at 10 µM; 360,000 compounds, 0.19% hits; AID 602162;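 active = fluorescence ratio to DMSO below 75%, the collection mean minus 3 SD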;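 also: signal is porphyrin accumulated inside mitochondria; 100% equals median channel fluorescence of DMSO control wells; lower ratio means ABCB6 inhibition with less porphyrin fluorescence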
Target sequence (Q9NP58 whole entry, looked up): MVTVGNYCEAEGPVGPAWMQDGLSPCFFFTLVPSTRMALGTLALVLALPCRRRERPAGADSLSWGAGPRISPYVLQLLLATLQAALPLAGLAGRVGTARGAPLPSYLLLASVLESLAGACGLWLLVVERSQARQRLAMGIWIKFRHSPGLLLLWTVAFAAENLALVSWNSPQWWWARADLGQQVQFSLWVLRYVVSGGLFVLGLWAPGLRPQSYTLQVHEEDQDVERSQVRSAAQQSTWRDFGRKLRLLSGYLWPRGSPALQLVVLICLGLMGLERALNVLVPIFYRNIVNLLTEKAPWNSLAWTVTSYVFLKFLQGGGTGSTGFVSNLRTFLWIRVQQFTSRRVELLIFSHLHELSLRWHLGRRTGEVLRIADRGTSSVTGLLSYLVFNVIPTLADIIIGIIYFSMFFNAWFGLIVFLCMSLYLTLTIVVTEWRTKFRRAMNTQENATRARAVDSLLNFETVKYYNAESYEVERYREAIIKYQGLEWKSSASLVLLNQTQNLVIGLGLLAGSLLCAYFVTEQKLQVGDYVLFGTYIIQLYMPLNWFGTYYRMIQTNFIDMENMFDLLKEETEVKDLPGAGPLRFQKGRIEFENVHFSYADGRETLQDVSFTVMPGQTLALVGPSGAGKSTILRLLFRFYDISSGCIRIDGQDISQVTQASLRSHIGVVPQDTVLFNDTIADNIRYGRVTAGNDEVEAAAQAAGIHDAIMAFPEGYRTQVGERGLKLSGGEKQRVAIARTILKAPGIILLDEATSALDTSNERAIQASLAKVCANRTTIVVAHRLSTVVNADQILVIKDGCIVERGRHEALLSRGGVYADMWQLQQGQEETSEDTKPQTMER
N-glyco inh: N-linked glycosylation inhibition. D54 ERlucT glycosylation luciferase reporter, 24 h; percent of 100 nM tunicamycin response. reporter increase, % at 12.5 µM. 360,000 compounds, 0.23% hits;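 active = mean luciferase reporter signal, scaled so untreated is 0 and the glycosylation-blocking control 100, at or above a set limit in every replicate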;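 also: luciferase carries N-glycosylation sites so blocking glycosylation raises the light; 0% = median of neutral control wells and 100% = median of 100 nM tunicamycin wells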
Cardio protect: protects H9c2 cardiomyocytes from peroxide injury. protection from H2O2 cell death, % at 20 µM. 360,000 compounds, 0.63% hits. H2O2 injury protection, ATPLite, 2 h. AID 588492;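 active = compounds giving at least 50% protection of heart cells from peroxide-induced death in the single-dose screen, raw or plate-pattern-corrected value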;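 also: 0% = DMSO wells with peroxide and 100% = DMSO wells without peroxide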
Vif inh: blocks HIV Vif function | inhibition, % at 7.49 µM | HEK293T cells, Vif self-association by quenched fluorescence, imaging, 24 h | 340,000 compounds, 0.35% hits | AID 602346; in the data active = inhibition above about 50%, passing the limit was not always enough; also: some results filed as inactive read as strong as hits
CaV13 FRET inh: Primary screen for inhibitors of IQ motif and Ca2+-dependent inactivation inhibitor domain binding in CACNA1D, Förster resonance energy transfer in living cells, …; HEK cells, CFP/YFP FRET ICDI-IQ, plate reader, 10 min; percent FRET-ratio fall versus neutral wells; inhibition, % at 12.3 µM; 340,000 compounds, 0.098% hits; AID 743397;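 active = mean replicate inhibition of at least 30% and at least 1% of replicates passing that level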;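 also: 0% = median of the neutral control wells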
aDG glyco up: increases alpha dystroglycan glycosylation. Pro5-aDG cells, alpha-DG glycosylation AlphaScreen (IIH6); 0% Pro5, 100% B10-LARGE cell signal. 360,000 compounds, 0.22% hits. activation, % at 10 µM;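 active = activation of at least 8% versus controls, or a plate z-score of at least 8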;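 also: Pro5 are CHO cells carrying HIG-tagged alpha-DG that lacks glycosylation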
m5-HT2A agonist: activates the mouse 5-HT2A serotonin receptor. 360,000 compounds, 0.66% hits. activation, % at 7.6 µM. CHO-K1 mHTR2A beta-arrestin complementation, luminescence; percent of 30 µM serotonin response;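 active = activation above a run cutoff, the mean activation of all tested compounds plus 3 SD, cut at about 14% in these data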;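 also: 0% = plate median of compound wells and 100% = 30 µM serotonin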
Numbers without * were called inactive.

Results for COc1cc(C=NNc2ccccc2[N+](=O)[O-])cc(OC)c1OC ?
PDI turbidity: 7; hiPSC survival: -2.3; Exocytosis inh: 1; ABCB6 inh 2: 94; N-glyco inh: 0; Cardio protect: 2; CaV13 FRET inh: -5; aDG glyco up: 0.1; m5-HT2A agonist: 2

What do the screens show for `Cc1nc(-c2ccccc2)nc2[nH]c(C(C)C)cc(=O)c12`?
PDI turbidity: 15; hiPSC survival: -1.9; Exocytosis inh: -8; ABCB6 inh 2: 98; N-glyco inh: 8; Cardio protect: 10; Vif inh: -12; CaV13 FRET inh: -5; aDG glyco up: -0.1; m5-HT2A agonist: 0

What do the screens show for `CC(=O)c1c(C)[nH]c(C(=O)CN2CCN(S(=O)(=O)c3ccc(C(C)C)cc3)CC2)c1C`?
PDI turbidity: 8; hiPSC survival: -1.7; Exocytosis inh: -1; ABCB6 inh 2: 95; N-glyco inh: -4; Cardio protect: -13; Vif inh: -7; CaV13 FRET inh: -1; aDG glyco up: 1.2; m5-HT2A agonist: 4

What do the screens show for `O=C(NCC1CCCO1)c1nc(Cn2ccc([N+](=O)[O-])n2)no1` (stereo unspecified)?
PDI turbidity: -15; hiPSC survival: -0.3; Exocytosis inh: 0; ABCB6 inh 2: 100; N-glyco inh: 2; Cardio protect: 6; Vif inh: 14; CaV13 FRET inh: -7; aDG glyco up: -0.1; m5-HT2A agonist: -4

How did CC(CC(=O)NC(C)c1ccc2c(c1)OCCO2)c1ccccc1 (stereo unspecified) do in these assays?
PDI turbidity: 1; hiPSC survival: 2.0; Exocytosis inh: 0; ABCB6 inh 2: 100; N-glyco inh: -1; Cardio protect: -2; Vif inh: -5; CaV13 FRET inh: -8; aDG glyco up: 0.3; m5-HT2A agonist: 1

Results for Cc1nn(-c2ncc(C(F)(F)F)cc2Cl)c(=O)n1-c1ccccc1 ?
PDI turbidity: -1; hiPSC survival: 9.7; Exocytosis inh: 0; ABCB6 inh 2: 96; N-glyco inh: 1; Cardio protect: -1; CaV13 FRET inh: -4; aDG glyco up: 0.2; m5-HT2A agonist: 2

What do the screens show for `C(=C\c1ccccc1)/CSc1nnc(-c2cnccn2)n1Cc1ccco1`?
PDI turbidity: -2; hiPSC survival: 3.5; Exocytosis inh: 63*; ABCB6 inh 2: 103; N-glyco inh: -2; Cardio protect: 3; aDG glyco up: 0.1; m5-HT2A agonist: -1

Results for Cc1ccc(N(C(C)C(=O)N2CCOCC2)S(C)(=O)=O)cc1C (stereo unspecified) ?
PDI turbidity: -4; hiPSC survival: 0.9; Exocytosis inh: 1; ABCB6 inh 2: 99; N-glyco inh: 0; Cardio protect: 5; Vif inh: 2; CaV13 FRET inh: -14; aDG glyco up: -0.2; m5-HT2A agonist: 5

How did C=CCNC(=S)N1CCC(C(N)=O)CC1 do in these assays?
PDI turbidity: 5; hiPSC survival: -0.1; Exocytosis inh: -3; ABCB6 inh 2: 102; N-glyco inh: 0; Cardio protect: 4; Vif inh: -6; CaV13 FRET inh: 5; aDG glyco up: 0.2; m5-HT2A agonist: 0

What do the screens show for `O=C(NCC(=O)N1CCN(c2ccccc2F)CC1)c1cccs1`?
PDI turbidity: -6; hiPSC survival: -0.4; Exocytosis inh: -2; ABCB6 inh 2: 106; N-glyco inh: 0; Cardio protect: 0; Vif inh: -14; CaV13 FRET inh: -6; aDG glyco up: -0.3; m5-HT2A agonist: -4

What do the screens show for `Cc1ccc(C(=O)NCCCNC(=O)c2ccccc2F)cn1`?
PDI turbidity: -21; hiPSC survival: -0.2; Exocytosis inh: -3; ABCB6 inh 2: 99; N-glyco inh: 0; Cardio protect: -1; Vif inh: 0; CaV13 FRET inh: -8; aDG glyco up: 0.1; m5-HT2A agonist: 1

How did CCC(=O)c1ccc(OCC(=O)NC2CCCC2)cc1 do in these assays?
PDI turbidity: 1; hiPSC survival: 0.1; Exocytosis inh: 20; ABCB6 inh 2: 107; N-glyco inh: 0; Cardio protect: 7; Vif inh: 2; CaV13 FRET inh: -2; aDG glyco up: 0.0; m5-HT2A agonist: -8

Results for Cc1cc(C)cc(NC(=S)N2CCN(Cc3ccccc3)CC2)c1 ?
PDI turbidity: 1; hiPSC survival: -0.5; Exocytosis inh: 19; ABCB6 inh 2: 85; N-glyco inh: 1; Cardio protect: -6; Vif inh: -4; CaV13 FRET inh: 7; aDG glyco up: -0.2; m5-HT2A agonist: -4

How did Cc1ccc(C(=O)NCc2ccc3c(c2)OCO3)cc1C do in these assays?
PDI turbidity: -9; hiPSC survival: -0.5; Exocytosis inh: 2; ABCB6 inh 2: 96; N-glyco inh: 0; Cardio protect: 8; Vif inh: 2; CaV13 FRET inh: -19; aDG glyco up: 0.1; m5-HT2A agonist: -2

Results for O=C(OCCc1cc2ccccc2c(=O)o1)c1ccccc1C(F)(F)F ?
PDI turbidity: -6; hiPSC survival: -3.7; Exocytosis inh: -3; ABCB6 inh 2: 98; N-glyco inh: 3; Cardio protect: -7; Vif inh: -8; CaV13 FRET inh: -8; aDG glyco up: 0.2; m5-HT2A agonist: 1

How did COC(=O)c1ccccc1NC(=O)/C=C/c1cc(OC)c(OC)c(OC)c1 do in these assays?
PDI turbidity: -2; hiPSC survival: 6.5; Exocytosis inh: -1; ABCB6 inh 2: 94; N-glyco inh: 0; Cardio protect: 57*; Vif inh: -3; aDG glyco up: -0.2; m5-HT2A agonist: -3

Results for CC(=O)Nc1ccc(S(=O)(=O)Nc2ccc(S(=O)(=O)Nc3ncccn3)cc2)cc1 ?
PDI turbidity: -1; hiPSC survival: -0.2; Exocytosis inh: -14; ABCB6 inh 2: 95; N-glyco inh: 1; Cardio protect: 0; Vif inh: -1; CaV13 FRET inh: -7; aDG glyco up: 0.0; m5-HT2A agonist: -4

How did CCOC(=O)C1(CC2CC2)CCN(Cc2cn(C)c3ccccc23)CC1 do in these assays?
PDI turbidity: -16; hiPSC survival: -2.5; Exocytosis inh: 2; ABCB6 inh 2: 94; N-glyco inh: -1; Cardio protect: -8; Vif inh: 2; CaV13 FRET inh: -12; aDG glyco up: 0.7; m5-HT2A agonist: -7

Results for CCOc1ccc(N(CC(=O)Nc2ccccc2OCC)S(=O)(=O)c2c(C)noc2C)cc1 ?
PDI turbidity: 18; hiPSC survival: -0.4; Exocytosis inh: 3; ABCB6 inh 2: 101; N-glyco inh: 6; Cardio protect: 1; Vif inh: 28; CaV13 FRET inh: -2; aDG glyco up: -0.3; m5-HT2A agonist: 3

What do the screens show for `CCCC(=O)N1CCCC1(C)C(=O)Nc1ccc2cn[nH]c2c1` (stereo unspecified)?
PDI turbidity: -7; hiPSC survival: 3.6; Exocytosis inh: 3; ABCB6 inh 2: 83; N-glyco inh: 0; Cardio protect: 8; Vif inh: -2; CaV13 FRET inh: -6; aDG glyco up: 0.0; m5-HT2A agonist: 3

Reprinted from the part before: two compounds, followed by the next part.
Results for CCOc1ccc(N(CC(=O)Nc2ccccc2OCC)S(=O)(=O)c2c(C)noc2C)cc1 ?
PDI turbidity: 18; hiPSC survival: -0.4; Exocytosis inh: 3; ABCB6 inh 2: 101; N-glyco inh: 6; Cardio protect: 1; Vif inh: 28; CaV13 FRET inh: -2; aDG glyco up: -0.3; m5-HT2A agonist: 3

What do the screens show for `CCCC(=O)N1CCCC1(C)C(=O)Nc1ccc2cn[nH]c2c1` (stereo unspecified)?
PDI turbidity: -7; hiPSC survival: 3.6; Exocytosis inh: 3; ABCB6 inh 2: 83; N-glyco inh: 0; Cardio protect: 8; Vif inh: -2; CaV13 FRET inh: -6; aDG glyco up: 0.0; m5-HT2A agonist: 3

What do the screens show for `CC(C)(C)N=C1C([N+](=O)[O-])=CC=C2C1=NC1(CCCCC1)N2O`?
PDI turbidity: -6; hiPSC survival: -1.2; Exocytosis inh: -3; ABCB6 inh 2: 92; N-glyco inh: 5; Cardio protect: 3; Vif inh: 2; CaV13 FRET inh: -18; aDG glyco up: 1.3; m5-HT2A agonist: 6

How did COc1ccc(-c2cc(N3C(=O)Nc4ccccc4N3O)n[nH]2)cc1OC do in these assays?
PDI turbidity: 13; hiPSC survival: 1.0; Exocytosis inh: -1; ABCB6 inh 2: 99; N-glyco inh: 0; Cardio protect: -6; Vif inh: -7; CaV13 FRET inh: -5; aDG glyco up: -0.3; m5-HT2A agonist: 1

What do the screens show for `CN1C(=O)c2ccc(C(=O)NC3CCCCC3)cc2C1=O`?
PDI turbidity: 2; hiPSC survival: 2.0; Exocytosis inh: -2; ABCB6 inh 2: 109; N-glyco inh: 1; Cardio protect: 11; aDG glyco up: 0.0; m5-HT2A agonist: 9

What do the screens show for `Cc1ccc(NC(=O)CSc2nsc(SCC(=O)Nc3ccc(C)cc3C)c2C#N)c(C)c1`?
PDI turbidity: -2; hiPSC survival: -1.9; Exocytosis inh: -2; ABCB6 inh 2: 99; N-glyco inh: 30*; Cardio protect: 8; Vif inh: 6; CaV13 FRET inh: -2; aDG glyco up: -0.5; m5-HT2A agonist: 12

Results for Cc1cc(NC(=O)CSc2nc3ccccc3c(=O)n2-c2ccccc2)no1 ?
PDI turbidity: -3; hiPSC survival: -0.8; Exocytosis inh: -2; ABCB6 inh 2: 94; N-glyco inh: 2; Cardio protect: -1; Vif inh: 55*; aDG glyco up: -0.3; m5-HT2A agonist: 3

How did C=CCn1c(SCC(=O)NCc2ccc3c(c2)OCO3)nnc1-c1cccnc1 do in these assays?
PDI turbidity: -3; hiPSC survival: -0.1; Exocytosis inh: -2; ABCB6 inh 2: 105; N-glyco inh: 0; Cardio protect: 1; Vif inh: 1; CaV13 FRET inh: 2; aDG glyco up: 0.1; m5-HT2A agonist: -1

Results for O=C(COc1ccc(S(=O)(=O)N2CCOCC2)cc1)N1CCN(c2ccccc2)CC1 ?
PDI turbidity: 8; hiPSC survival: 0.6; Exocytosis inh: 2; ABCB6 inh 2: 102; N-glyco inh: -2; Cardio protect: 0; Vif inh: -9; CaV13 FRET inh: -6; aDG glyco up: 0.4; m5-HT2A agonist: 6

Results for Cc1nc(N=C(N)N)nc2ccccc12 ?
PDI turbidity: -3; hiPSC survival: 0.9; Exocytosis inh: 0; ABCB6 inh 2: 103; N-glyco inh: 2; Cardio protect: -2; Vif inh: -5; CaV13 FRET inh: -3; aDG glyco up: -0.4; m5-HT2A agonist: -7

How did COc1ccccc1CCNC(=O)C(=O)NCC1OCCN1S(=O)(=O)c1ccc([N+](=O)[O-])cc1 (stereo unspecified) do in these assays?
PDI turbidity: 10; hiPSC survival: 0.0; Exocytosis inh: 4; ABCB6 inh 2: 100; N-glyco inh: 0; Cardio protect: 10; Vif inh: -3; CaV13 FRET inh: -14; aDG glyco up: 0.7; m5-HT2A agonist: 2

Results for O=C(O)c1ccc(N2C(=O)c3cccc(Oc4ccc(Cl)cc4)c3C2=O)cc1 ?
PDI turbidity: -4; hiPSC survival: 1.1; Exocytosis inh: -1; ABCB6 inh 2: 97; N-glyco inh: 0; Cardio protect: 2; Vif inh: 5; CaV13 FRET inh: -10; aDG glyco up: -0.3; m5-HT2A agonist: -1

Results for COc1cccc(CN(C)C(=O)c2cc(-c3ccc(F)cc3)nc3ccccc23)c1 ?
PDI turbidity: -9; hiPSC survival: 0.3; Exocytosis inh: -1; ABCB6 inh 2: 99; N-glyco inh: -3; Cardio protect: 20; Vif inh: -14; aDG glyco up: -0.6; m5-HT2A agonist: 2

How did CCCCn1c(SCC(=O)Nc2ccc(OC)cc2)nc2ccc(N3CCOCC3)cc2c1=O do in these assays?
PDI turbidity: -2; hiPSC survival: 0.7; Exocytosis inh: 1; ABCB6 inh 2: 97; N-glyco inh: 4; Cardio protect: 2; Vif inh: -5; CaV13 FRET inh: -6; aDG glyco up: 0.0; m5-HT2A agonist: 3
